# Mito fusion act: qHTS Assay for Small Molecule Inhibitors of Mitochondrial Division or Activators of Mitochondrial Fusion. S. cerevisiae fusion-defective mutant growth rescue, CellTiterGlo 48 h. Potency, µM (series often up to 46.1 µM), without a hit: at the highest dose growth rescue (activation), hits mostly activators. 0.23% of 320,000 active;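 note: potency is the fitted concentration of half-maximal effect; % of control where 0% means no effect; nearly all actives have a fitted effect of over 45% in size; temperature-sensitive fusion mutants such as fzo1-1 at 37 °C on non-fermentable ethanol glycerol medium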
#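 Compounds are tested for their ability to restore growth of mitochondrial fusion-defective yeast strains at non-permissive 37C in YPEG medium over 48 hours. Viability is quantified by luciferase luminescence.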
# USP2a inh: qHTS Assay for Inhibitors of Ubiquitin-specific Protease USP2a Using CHOP2 as the Reporter. Ubiquitin carboxyl-terminal hydrolase 2 (Homo sapiens), O75604. USP2 core, Ub-CHOP2 coupled fluorogenic reporter, 485/531. Potency, µM (doses to about 38.3 µM), inactives show at the top dose activity change, negative = inhibition, hits mostly inhibitors. 0.01% of 330,000 active. AID 463254, 2010;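 note: potency is the fitted concentration of half-maximal effect; plate controls were DMSO wells for no effect and full inhibition by NEM control for full effect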
#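 Cell-free coupled assay: 10nM USP2 core preincubated 30min RT with compound in Tris-HCl pH 8.0/CaCl2/CHAPS buffer, then 25nM Ub-CHOP2 and 25nM reporter substrate; fluorescence (Ex 485/Em 531) read after 60min RT, normalized to NEM inhibition, concentration-response curves fitted.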
# TSHR antagonist: Antagonists of the Thyroid Stimulating Hormone Receptor: HTS campaign | Thyrotropin receptor (Homo sapiens), P16473 | TSHR-expressing cells, TSH-stimulated cAMP HTRF, 2 h; active compounds read low | activity change, negative = inhibition, % at 11.5 µM | 0.2% of 330,000 active | AID 504810, 2011;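 active = activity change below a set negative limit, meaning inhibition stronger than a set level, cut at about -70% in these data; inconclusive = activity change between two set negative limits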; note: % is set by controls: 0 for no effect and ±100 for the full control effect
#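 Cell-based HTRF cAMP assay; TSHR cells + compound, TSH EC80 (4nM final), 2 h, 37 deg C. Lysis with anti-cAMP cryptate and cAMP-d2, 30 min RT, read 665/620 nm.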
# uPA surface inh: qHTS for Inhibitors of Cell Surface uPA Generation. cell surface uPA generation assay, qHTS. Potency, µM (top dose mostly 38.3 µM), for inactives: top-dose activity change, negative = inhibition, usual class: inhibitors. 0.31% of 330,000 active. AID 540303, 2011; active = well fitted inhibition curve with a large enough effect; inconclusive = small, poorly fitted or top-dose-only effect; inactive = no such curve, though single readings can be large or run the other way; tested in mouse RAW 264.7 cells; note: potency is the fitted concentration of half-maximal effect; % is set by controls: 0 for no effect and ±100 for the full control effect; nearly all actives have a fitted effect of over 55% in size
# ELG1 repair inh: qHTS screen for small molecules that inhibit ELG1-dependent DNA repair in human embryonic kidney (HEK293T) cells expressing luciferase-tagged ELG1; Potency, µM (top dose mostly 46.1 µM), inactives show top-dose activity change, negative = inhibition, most hits filed as inhibitors; HEK293T ELG1-luciferase reporter, luminescence, 16 h; DNA damage induced by 5-fluorouridine; 2.3% of 330,000 active; note: potency is the fitted concentration of half-maximal effect; % is set by controls: 0 for no effect and ±100 for the full control effect; nearly all actives have a fitted effect of over 55% in size
#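 In this reporter screen, reduction of luminescence relative to DMSO vehicle indicated activity. Compounds and 5-fluorouridine were added together to 2,000 cells per well, incubated for 16 hr at 37 °C, then developed with ONE-Glo.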
# Eya2 inh: qHTS Assay for Inhibitors of the Phosphatase Activity of Eya2. recombinant Eya2, OMFP fluorescence dephosphorylation (OMFP is methylfluorescein phosphate). 0.006% of 330,000 active. Potency, µM (top dose mostly 76.9 µM), without a hit: at the highest dose activity, negative = inhibition, actives largely listed as inhibitors. Protein phosphatase EYA2 (Homo sapiens), O00167; note: potency is the fitted concentration of half-maximal effect; % is set by controls: 0 for no effect and ±100 for the full control effect
# Target sequence (O00167 whole entry, looked up): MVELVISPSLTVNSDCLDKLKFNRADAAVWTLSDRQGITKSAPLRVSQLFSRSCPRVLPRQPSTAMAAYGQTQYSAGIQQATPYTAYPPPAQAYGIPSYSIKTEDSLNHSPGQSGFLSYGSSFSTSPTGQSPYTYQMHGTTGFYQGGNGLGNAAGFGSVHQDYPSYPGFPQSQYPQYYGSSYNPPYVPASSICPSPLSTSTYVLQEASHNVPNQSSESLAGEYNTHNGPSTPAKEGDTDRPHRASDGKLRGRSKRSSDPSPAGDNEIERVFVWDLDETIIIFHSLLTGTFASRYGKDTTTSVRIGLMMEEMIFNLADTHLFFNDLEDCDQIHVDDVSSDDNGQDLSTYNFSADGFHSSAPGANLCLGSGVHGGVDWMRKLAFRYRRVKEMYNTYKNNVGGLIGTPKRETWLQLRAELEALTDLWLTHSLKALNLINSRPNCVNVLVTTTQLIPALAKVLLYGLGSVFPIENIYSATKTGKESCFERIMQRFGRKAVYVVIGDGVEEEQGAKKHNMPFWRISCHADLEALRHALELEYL
#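 Eya2 protein (added as 0.2 uM solution) was preincubated with compound for 10 min at ambient temperature in 50 mM HEPES pH 7.5, 50 mM NaCl, 5 uM MgCl2, 0.05% BSA, 1 mM DTT. OMFP (added at 50 uM) then reacted 10 min; fluorescence read at 485/525 nm.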
# PTAP TSG101 blk: qHTS Assay for Iinhibitors of HIV-1 Budding by Blocking the Interaction of PTAP/TSG101. Potency, µM (highest dose often 115 µM), without a hit: top-dose activity change, negative = inhibition, hits mostly inhibitors. Tumor susceptibility gene 101 protein (Homo sapiens), Q99816. Fluorescence polarization, FITC-PTAP peptide / Tsg101 binding. 340,000 tested, under 10 active. AID 493005, 2010; active = well fitted inhibition curve with a large enough effect in the main read-out, with a control signal flat, not every such curve was filed as active; inconclusive = small, poorly fitted or top-dose-only effect, or effect the other way, or a change in a side signal; inactive = no such curve, though single readings can be large or run the other way; note: potency is the fitted concentration of half-maximal effect; % of control where 0% means no effect
# Target sequence (Q99816 whole entry, looked up): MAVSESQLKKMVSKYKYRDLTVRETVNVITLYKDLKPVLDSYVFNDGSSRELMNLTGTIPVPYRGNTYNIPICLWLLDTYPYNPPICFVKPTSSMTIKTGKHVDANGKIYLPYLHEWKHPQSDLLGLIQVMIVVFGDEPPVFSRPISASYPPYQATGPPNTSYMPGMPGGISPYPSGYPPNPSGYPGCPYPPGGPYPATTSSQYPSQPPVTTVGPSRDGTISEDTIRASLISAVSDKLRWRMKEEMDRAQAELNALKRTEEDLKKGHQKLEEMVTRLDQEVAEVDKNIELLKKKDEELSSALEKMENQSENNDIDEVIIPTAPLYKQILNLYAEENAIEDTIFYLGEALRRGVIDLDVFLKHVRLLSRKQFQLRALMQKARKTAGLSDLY
#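 Tsg101 binding domain (10 uM final) was mixed with compound and a FITC-labeled PTAP peptide (50 nM final) in HEPES pH 7.5 buffer with NaCl, Tween 20, EDTA and TCEP; fluorescence polarization was read after 20 min at r.t.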
# Chronic BCR inh: qHTS Assay to Find Inhibitors of Chronic Active B-Cell Receptor Signaling; ABC-DLBCL IkBa-CBG/CBR reporter, luminescence ratio, 4 h; Potency, µM (highest dose often 46.1 µM), for inactives: at the top dose ratio change, negative = lower green/red ratio, actives largely listed as inhibitors; 0.05% of 340,000 active; AID 493014, 2011; active = well fitted inhibition curve with a large enough effect in the signal ratio, with a control signal flat, not every such curve was filed as active; inconclusive = small, poorly fitted or top-dose-only effect, or effect the other way, or a change in a side signal; the % refers to the signal ratio;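 note: potency is the fitted concentration of half-maximal effect; plate controls were basal doxycycline-induced cells for no effect and cells given 10 µM MG132 for full effect; MG132 reads +100%, hits lower the ratio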
#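 Doxycycline induced both beetle luciferases in TMD8 lymphoma cells; IKK-driven degradation limits the IkappaBalpha-fused green signal, while red luminescence normalises for cell number and nonspecific effects. Compounds tested up to 46 uM, 4 hrs.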
# B2AR arrestin: qHTS assay of beta-arrestin-biased ligands of beta2-adrenergic receptor; Potency, µM (titrated, usually from 46.1 µM), for inactives: at the top dose activation, usual class: activators; 0.02% of 330,000 active; beta-arrestin recruitment to beta2AR, cell-based reporter;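 note: potency is the fitted concentration of half-maximal effect; 0% = DMSO controls and full agonism = EC100 isoproterenol or metaproterenol; nearly all actives have a fitted effect of over 65% in size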
# Tb PFK inh: qHTS Assay to Find Inhibitors of T. brucei phosphofructokinase | T. brucei PFK, ADP-Glo luminescence | Potency, µM (doses to about 57.5 µM), inactives show at the top dose activity, negative = inhibition, usual class: inhibitors | 0.17% of 330,000 active | AID 485367, 2010;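 note: potency is the fitted concentration of half-maximal effect; 0% = uninhibited 1x PFK enzyme wells and -100% = no-enzyme wells; nearly all actives have a fitted effect of over 60% in size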
#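 Compounds were pin-transferred as a titration series up to 57 uM into substrate buffer (0.5 mM F6P, 0.1 mM ATP, pH 8.0), then 1.25 nM PFK was added and reactions ran 45 min before ADP-Glo detection.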
# TCR activator: Activators of T cell receptors: qHTS campaign; 330,000 tested, under 10 active; Potency, µM (top dose mostly 9.22 µM), inactives show at the top dose activation of IL-2 secretion, actives largely listed as activators; primary human leukocytes, anti-CD3, IL-2 HTRF, 48 h; note: % of control where 0% means no effect
#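 Activity was scored as IL-2 release from primary human leukocytes given only a TCR signal (a-CD3 beads) plus compound for 48 hr. Detection used a two-antibody HTRF format read at 665nm.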
# The depositor's hits bear a star; u = inconclusive; x = no result given; [ ] = another dose, or the depositor's remark. Unless noted, calls come from the whole dose curve; as a rule, active = well fitted curve in the direction sought with a large enough effect; inconclusive = small, poorly fitted or top-dose-only effect, or another doubt; inactive = no such curve, though single readings can be large; an effect the other way counts as inactive or inconclusive. Rows are unselected. Share with any hit: about 3%.
SMILES,Mito fusion act,USP2a inh,TSHR antagonist,uPA surface inh,ELG1 repair inh,Eya2 inh,PTAP TSG101 blk,Chronic BCR inh,B2AR arrestin,Tb PFK inh,TCR activator
CNC(=O)c1nnn(Cc2ccccc2)c1NC(=O)C(F)(F)F,2%,2%,22,-3%,8%,6%,-2%,3%,-0.5%,0%,3%
Cc1cc(=O)oc(C)c1C(=O)NCCNC(=O)c1c(C)cc(=O)oc1C,0%,4%,1,4%,0%,-5%,-1%,-13%,0.1%,15%,-5%
CCn1c(SCC(=O)Nc2ccccc2N2CCOCC2)nnc1-c1ccccc1,2%,1%,-4,0%,-8%,-18%,-7%,u,-0.1%,-5%,5%
Cc1cccc(CN2CCN(C3CCCC3)C(CCO)C2)n1 (stereo unspecified),-4%,0%,12,9%,u,14%,-3%,-2%,0.5%,-1%,-7%
O=C(CSc1nnnn1C1CCCCC1)NCc1cccs1,-5%,-2%,-1,-25%,8%,1%,-5%,3%,0.0%,-2%,-1%
O=C(c1cccc(N2CCCC2=O)c1)N1CCN(c2ccc(F)cc2)CC1,1%,5%,-12,-2%,7%,-4%,0%,3%,0.1%,1%,-1%
COc1ccc(C2OC3=C(Nc4cc(C)c(C)cc4N3)C2=O)cc1 (stereo unspecified),-8%,-4%,4,-5%,u,8%,-1%,0%,-1.0%,1%,1%
CC(=O)N1N=C(c2cccs2)CC1c1ccc(C)o1 (stereo unspecified),-1%,-1%,-11,5%,0%,-18%,-1%,u,-0.4%,3%,-2%
CCn1c(=O)c(C(=O)NNS(=O)(=O)c2ccc(C)cc2)c(O)c2ccccc21,9%,1%,3,1%,9%,3%,30%[activator],-8%,2.6%,0%,-2%[46.1 µM]
CC1(C)C(C=C(Cl)Cl)C1C(=O)N/N=C/c1ccccc1F (stereo unspecified),-2%,-3%,-1,5%,-13%,-6%,0%,16%,0.1%,-5%,0%
c1ccc(-c2oc3ncnc(NCCCN4CCOCC4)c3c2-c2ccccc2)cc1,-4%,2%,-15,-2%,u,-13%,4%,u,0.0%,-4%,1%
O=C(NCCC1=CCCCC1)C1CCC(=O)N(Cc2cccc(C(F)(F)F)c2)C1 (stereo unspecified),2%,0%,-9,-2%,-1%,-6%,-2%,2%,-0.3%,-27%,1%
CC(C)[C@H](NC(=O)N1CC(=O)Nc2ccccc21)C(=O)N1CCC[C@@H]1C(=O)O,3%,0%,21,-5%,10%,11%,1%,3%,-0.1%,-5%,1%
Cc1cc(SCn2nnc3ccccc3c2=O)nc2ccccc12,3%,0%,1,1%,u,-4%,-1%,0%,-0.6%,-2%,2%[46.1 µM]
COc1ccc(N(C(=O)c2snc(C(N)=O)c2N)C(CC(C)C)C(=O)NCC2CCCO2)cc1 (stereo unspecified),2%,1%,9,-2%,10%,-1%,-5%,-20%,0.2%,2%,0%
O=C(Nc1nc(-c2cccs2)c(-c2cccs2)s1)C1CCCC1,u,-2%,u,7%,-24%,-7%,0%,u,-0.8%,3%,3%[46.1 µM]
CC(=O)c1ccc(S(=O)(=O)Nc2c(C)nn(C)c2C)cc1,18%,2%,8,5%,2%,25%,1%,-9%,-0.9%,-3%,-7%
CN(C)CCCN1C(=O)c2cc3ccccc3cc2C1=O,-1%,4%,7,-6%,-2%,3%,-6%,1%,-0.6%,0%,2%
CCOC(=O)C1CCCN(C(=O)/C=C/c2ccccc2[N+](=O)[O-])C1 (stereo unspecified),-27%,2%,-1,-3%,1%,0%,-2%,u,0.1%,1%,-2%[46.1 µM]
CCCCC(=O)Nc1ccc(C(=O)NCCN2CCOCC2)cc1,0%,6%,7,12%,17%,-1%,-4%,7%,-0.3%,-3%,x
CCOc1ccc(CNS(=O)(=O)c2cccs2)cc1OCC,1%,0%,-3,7%,-9%,4%,-7%,1%,-0.3%,-5%,-2%
CCOC(=O)c1c(C)nn(Cc2ccccc2)c1N,-1%,1%,6,2%,4%,-24%,-1%,-6%,-0.2%,-18%,-9%
CS(=O)(=O)NCc1csc(-c2ccccc2)n1,-2%,1%,0,4%,u,7%,-3%,1%,-0.2%,-4%,-3%
CC(C)(C)C(=O)Nc1ccc(Sc2ccc([N+](=O)[O-])cc2)cc1,12%,4%,-1,u,u,-5%,1%,6%,-1.8%,0%,0%[46.1 µM]
CCCCn1c2ccc(C)cc2c2nnc(SCCN3CCCCC3)nc21,-6%,-2%,-1,-2%,11%,-4%,2%,u,-0.3%,0%,6%
Cc1ccc(C(=O)N2CCN(c3ncccn3)CC2)cc1,0%,3%,3,7%,3%,-8%,1%,10%,-0.2%,-1%,-4%
C/C(=N\Nc1cccc2cccnc12)c1ccccn1,1%,8%,-1,-7%,u,9%,-1%,2%,0.5%,-3%,x
COc1ccc(NC(C)C(=O)N/N=C/c2ccc([N+](=O)[O-])s2)cc1 (stereo unspecified),4%,-1%,-12,-12%,18µM*,10%,-7%,-3%,0.2%,-3%,1%
O=C(CN1CCN(C2CCS(=O)(=O)C2)CC1)N1N=C(c2ccc(Cl)cc2)CC1c1ccco1 (stereo unspecified),3%,-2%,0,u,15%,14%,0%,2%,-0.3%,6%,2%
COc1ccc(NC(=O)CCC(=O)OCc2ccc(C(=O)Oc3ccc(Cl)cc3)cc2)cc1,0%,2%,11,x,1%,-14%,2%,u,-0.6%,-3%,-3%
CSc1ccccc1OCc1cc(C(=O)N[C@H]2CCCCNC2=O)no1,2%,-2%,-13,-3%,u,3%,0%,u,0.4%,-2%,-4%
COc1ccc(COCC(O)CN2CCc3ccccc3C2)cc1OC (stereo unspecified),2%,3%,1,-1%,-11%,6%,-2%,1%,-0.1%,-2%,2%
COC(=O)C1=COC(C)C2CN3CCc4c([nH]c5cc(OC)c(OC)cc45)C3CC12 (stereo unspecified),7%,u,-11,-4%,-9%,-3%,u,1%,-0.8%,0%,0%
CC(/C=C/c1ccc2c(c1)OCO2)=N\NC(=O)c1cccc([N+](=O)[O-])c1,1%,0%,31,-7%,u,8%,-1%,6%,-0.1%,-1%,x
CCC(C)NC(=O)c1ccc(CSCc2ccc(Cl)cc2)o1 (stereo unspecified),19%,2%,4,-2%,1%,-2%,-11%,3%,-0.3%,1%,-2%
O=C(NC1CCCCC1)NC1CC2CCC(C1)N2C(=S)NCc1ccco1 (stereo unspecified),-1%,4%,10,4%,0%,-10%,-1%,1%,-1.0%,0%,-2%
COc1cc(OC)cc(-n2nnnc2SCC(=O)N2CCCC2)c1,-3%,2%,5,4%,-1%,-4%,1%,2%,-0.2%,-7%,2%
CCOC(=O)c1nnn(-c2nonc2N)c1CN(C)Cc1ccccc1,-6%,-1%,-10,0%,-7%,-41%,0%,-3%,-0.4%,0%,-2%
CCOC(=O)c1c(C)[nH]c(C)c1C(=O)COC(=O)c1ccc(OC)cc1,1%,0%,-2,1%,u,5%,-5%,-10%,-0.3%,-4%,-2%
CCCNC(=O)CCc1c(C)nc2nc(C)nn2c1C,0%,2%,-2,5%,17%,-18%,2%,-3%,0.4%,0%,3%
CC1CCC(C(C)C)C(OC(=O)C[n+]2cc(-c3ccc(Cl)cc3)n3c2CCCCC3)C1 (stereo unspecified),2%,-1%,-2,-12%,u,-18%,-1%,u,0.1%,7%,7%
COCC(=O)N1CCCC(CNS(=O)(=O)c2ccc(OC)cc2)C1 (stereo unspecified),-3%,-1%,0,0%,0%,-12%,0%,u,-0.6%,-3%,-3%

# Compound activity deposited in PubChem BioAssay by National Center for Advancing Translational Sciences (NCATS).
